# OPRM1-OPRD1 inv: inverse agonists of human mu-delta opioid receptor heterodimerization. cell-based MOR-DOR heterodimer luminescence, inverse agonism. 0.21% of 340,000 active. inhibition, % at 9.3 µM. P35372+P41143. AID 504357; in the data active means inhibition above about 22%, passing the limit was not always enough;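 further: 0% = cells with DMSO and 100% = wells without cells with DMSO; values of inactives mirror those of a sister screen read the other way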
# V-ATPase pHluor: regulators of yeast V-ATPase proton transport | S. cerevisiae, pHLuorin cytosolic pH fluorescence | response, % at 10 µM | 0.37% of 350,000 active; in the data active means response mostly above about 7.3%, no sharp cut-off; inactive means mostly below about 5.4%; further: actives read high; inactives centre near 0; some compounds called inactive have numbers as strong as hits; reference of the scale not given here
# Arr AP2 block: blocks beta-arrestin peptide binding to AP2 adaptin | 0.31% of 340,000 active | inhibition, % at 10 µM | FITC-arrestin peptide / GST-AP2 beads, flow cytometry; AP2 beta2 appendage carries R879A mutation;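 active means inhibition above a set limit, near 3 SD of compounds lacking own fluorescence, cut at about 54% in these data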;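 further: plate controls were DMSO wells for no effect and 5 µM unlabelled arrestin peptide for full effect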
#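 system = GST-tagged AP2 beta2-adaptin appendage (R879A) on 4 µm glutathione beads | reagent = FITC-labelled arrestin peptide probe, 50 nM final | schedule = compound with beads 12 min RT, then probe 1 h RT | signal = HyperCyt-sampled flow cytometry, FL1 channel, ex 488/em 535 nm | read-out = percent response from loss of bead-bound FITC fluorescence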
# Pemphigus Ab inh: blocks pemphigus antibody binding to human desmoglein-3. P32926. DSG3-coupled beads, scFv-anti-DSG3-GFP binding, flow cytometry; active compounds read low. binding (percent of control), % at 10 µM. 0.48% of 310,000 active. AID 588358;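 active means binding more than 3 SD below its plate's average and above zero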;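 further: hits lower antibody fragment binding to DSG3; some compounds called inactive have numbers as strong as hits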
# HTR5A inv ctr: inverse agonist of human HTR5A in OPRM1-OPRD1 counter-screen. P47898. HTR5A cell line, luminescence, inverse agonism. inhibition, % at 9.3 µM. 0.083% of 340,000 active; in the data active means inhibition mostly above about 23%, no sharp cut-off; inactive means mostly below about 18%;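 further: 0% = cells with DMSO and 100% = no-cell wells with DMSO; some compounds called inactive have numbers as strong as hits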
# HTR5A ag ctr: HTR5A agonism, opioid heterodimer counter-screen. 0.61% of 340,000 active. HTR5A agonist assay, luminescence, cell-based. P47898. AID 504692. activation, % at 9.3 µM; in the data active means activation mostly above about 9.5%, no sharp cut-off; inactive means mostly below about 7.6%;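 further: 0% = cells with vehicle only and 100% = reference agonist; strong numbers were not always called active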
# PKA-R1A act: PKA-R1A complex activation; 0.083% of 340,000 active; AID 504707; activation, % at 11.4 µM; PKA-R1A dissociation, Cy5-IP20 fluorescence polarization; scaled: DMSO 0%, 113 µM cGMP 100%;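 active means percent activation above the mean of all tested compounds plus 3 SD, cut at about 19% in these data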;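 further: higher means more PKAc released from R1A so a rise in polarization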
# OPRM1-OPRD1 ag: agonists of human mu-delta opioid receptor heterodimerization; cells, OPRM1-OPRD1 heterodimerization, luminescence; activation, % at 9.3 µM; 0.3% of 340,000 active; AID 504326; in the data active means activation above about 18%;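 further: 0% = vehicle-treated cells and 100% = reference agonist; values of inactives mirror those of a sister screen read the other way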
# DAGLB inhibitor: diacylglycerol lipase beta (human) inhibition | 0.059% of 340,000 active | inhibition, % at 5.17 µM | HEK293T DAGLB membrane lysate, EnzChek fluorogenic substrate; in the data active means inhibition above about 34%;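 further: 0% = enzyme with vehicle and 100% = wells lacking enzyme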
# Target sequence (Q8NCG7 whole entry, looked up): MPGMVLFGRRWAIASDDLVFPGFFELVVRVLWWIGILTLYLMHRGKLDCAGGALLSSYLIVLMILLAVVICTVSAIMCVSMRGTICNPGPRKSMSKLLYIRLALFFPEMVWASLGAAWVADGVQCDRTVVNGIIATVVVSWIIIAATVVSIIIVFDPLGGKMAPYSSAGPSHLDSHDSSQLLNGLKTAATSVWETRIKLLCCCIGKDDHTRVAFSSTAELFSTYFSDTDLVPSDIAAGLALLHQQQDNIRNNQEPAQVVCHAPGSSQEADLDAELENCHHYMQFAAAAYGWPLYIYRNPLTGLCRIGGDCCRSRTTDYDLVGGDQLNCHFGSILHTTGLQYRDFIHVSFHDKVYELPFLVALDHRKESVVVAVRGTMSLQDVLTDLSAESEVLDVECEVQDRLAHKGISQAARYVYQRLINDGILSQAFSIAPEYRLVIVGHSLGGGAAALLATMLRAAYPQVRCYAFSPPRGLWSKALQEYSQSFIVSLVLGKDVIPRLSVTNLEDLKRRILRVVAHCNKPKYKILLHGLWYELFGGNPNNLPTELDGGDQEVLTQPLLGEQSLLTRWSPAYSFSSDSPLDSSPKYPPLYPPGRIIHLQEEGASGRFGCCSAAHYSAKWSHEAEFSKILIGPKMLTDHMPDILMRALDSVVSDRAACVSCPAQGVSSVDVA
# PKA-R2B act: activators of human PKA-R2B complex; P22694+P31323; PKA-R2B holoenzyme dissociation, Cy5-IP20 fluorescence polarization; R2B truncated from residue 108, S112A mutant; 0% DMSO only, 100% 113 µM cGMP; activation, % at 11.4 µM; 0.079% of 340,000 active; AID 504700;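 active means activation above a cutoff set at the mean over all compounds plus 3 SD, cut at about 18% in these data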;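 further: higher means more holoenzyme dissociation and a rise in polarization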
# Target sequence (P31323 whole entry, looked up, other chains not shown, the tested form may be a part): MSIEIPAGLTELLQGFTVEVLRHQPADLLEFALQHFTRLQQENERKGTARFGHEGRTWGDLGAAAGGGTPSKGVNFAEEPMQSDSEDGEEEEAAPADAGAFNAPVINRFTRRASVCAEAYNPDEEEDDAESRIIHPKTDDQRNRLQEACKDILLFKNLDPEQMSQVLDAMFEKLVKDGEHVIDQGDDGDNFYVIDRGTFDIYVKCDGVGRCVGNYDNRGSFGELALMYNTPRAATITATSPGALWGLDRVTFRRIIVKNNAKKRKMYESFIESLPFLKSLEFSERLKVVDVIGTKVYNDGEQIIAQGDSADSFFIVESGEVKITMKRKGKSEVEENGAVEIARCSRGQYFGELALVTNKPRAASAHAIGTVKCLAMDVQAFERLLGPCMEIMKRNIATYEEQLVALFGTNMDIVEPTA
# Numbers without * were called inactive; x = not tested or not shown.
smiles | OPRM1-OPRD1 inv | V-ATPase pHluor | Arr AP2 block | Pemphigus Ab inh | HTR5A inv ctr | HTR5A ag ctr | PKA-R1A act | OPRM1-OPRD1 ag | DAGLB inhibitor | PKA-R2B act
O=C(NCc1cccnc1)c1ccc(S(=O)(=O)Nc2ccccc2)cc1 | 1 | 6 | 3 | 94 | -8 | -2 | 2 | -0.1 | 2 | -2
O=C(O)C1CCN(C(=O)c2cccc3ccccc23)CC1 | 8 | -4 | -2 | 116 | -1 | 0 | 0 | -1.5 | -1 | -6
Cc1ccc(S(=O)(=O)N2[C@@H](c3ccc(Br)cc3)C(C(=O)O)=CC[C@H]2c2cccc(Cl)c2)cc1 | 13 | -1 | 28 | 106 | 2 | -1 | -7 | -2.7 | 1 | -5
CCc1nnc(NC(=O)Cc2ccc(Br)cc2)s1 | -12 | 4 | 3 | 101 | -1 | 1 | -10 | 2.4 | -1 | -2
Cc1nn(C)c(C)c1/C=C1/SC(=S)NC1=O | 22 | -2 | 25 | 99 | -12 | 4 | -18 | -4.1 | 0 | -6
CCOC(=O)/C=C1\SCC(=O)N1CC(=O)NC(C)c1ccccc1 (configuration not stated) | 20 | 3 | -6 | 118 | 22 | 0 | -4 | -3.7 | 0 | 3
CCN(C(=O)COC(=O)c1cnc(C)cn1)C1CCCCC1 | 0 | -6 | 14 | 97 | 6 | 0 | 9 | 0.1 | -5 | 5
O=S(=O)(c1cccc(-c2nnc(SCc3nc4ccccc4s3)o2)c1)N1CCOCC1 | -3 | -3 | 11 | 97 | 22 | -6 | 0 | 0.6 | -7 | 10
CC(=O)Nc1cccc2c1C(=O)N(c1ccccc1OC(C)=O)C2=O | 12 | -1 | -2 | 102 | 14 | -1 | -5 | -2.2 | 0 | -10
CN(C)CCNC(=O)c1ccc(Cl)c2cc3ccccc3nc12 | 16 | 3 | 1 | x | 2 | -1 | -6 | -3.3 | 1 | -4
c1coc(-c2nc3c4c5c(sc4ncn3n2)CCCC5)c1 | 12 | 1 | -7 | 113 | -10 | 1 | -6 | -2.3 | -1 | -3
O=C(Nc1ccc2oc(-c3ccc(Cl)c(Cl)c3)nc2c1)c1ncn[nH]1 | 9 | -1 | 1 | 99 | 10 | 5 | -13 | -1.6 | 1 | -7
N#CC(c1cccc(C(F)(F)F)c1)(c1ncc(C(F)(F)F)cc1Cl)N1CCOCC1 (configuration not stated) | -7 | 1 | -6 | 120 | -47 | 0 | -3 | 1.4 | -8 | -3
CCOC(=O)Nc1c(Cl)[nH]c(=O)n(C)c1=O | 16 | 0 | 6 | 91 | -5 | 1 | -1 | -3.2 | 1 | 5
COC(=O)CCC(=O)OC1(C)C(=O)C=C2C=C(C3CC3)N(Cc3ccco3)C=C2C1=O (configuration not stated) | -17 | -2 | 8 | 106 | -18 | 4 | 1 | 3.1 | 0 | 1
COc1cc2c(cc1OC)C(c1cccc([N+](=O)[O-])c1)=NCC2 | 6 | -1 | 10 | 122 | 1 | 0 | -9 | -1.1 | 0 | 8
Cc1ccc(C(C)C)cc1OCC(=O)N/N=C/c1ccc2c(c1)OCCO2 | -14 | 1 | -11 | 96 | -24 | 9 | -13 | 2.3 | -11 | 4
Cc1cc(OC(=O)c2ccccc2Br)cc(=O)n1C | -2 | 4 | 1 | x | 4 | 6 | -14 | 0.4 | 0 | 1
COc1ccc(NC(=O)CNS(=O)(=O)c2cccs2)c(OC)c1 | -20 | 4 | 3 | 94 | 9 | -4 | -4 | 3.4 | 2 | 0
O=C(O)CC(c1cccc2ccccc12)n1cccc1 (configuration not stated) | 3 | 1 | 12 | x | -12 | -4 | 5 | -0.5 | 2 | -15
CCCCOc1ccc(CC2CCC(=O)NC2=O)cc1 (configuration not stated) | 18 | 2 | -2 | 88 | -30 | 3 | -2 | -3.4 | 1 | 3
Cc1ccccc1NC(=O)COC(=O)c1c(-c2ccccc2)noc1C | 3 | 1 | 7 | x | -18 | 7 | -8 | -0.8 | 0 | 1
CC(C)CCc1noc(CN(C)CCC2CCOCC2)n1 | 13 | -1 | 34 | 105 | -20 | -4 | -6 | -2.5 | -1 | 1
Cn1cc(CN2CCN(c3ccccc3)CC2)c2ccccc21 | -4 | 5 | 11 | 103 | 17 | 2 | -2 | 0.8 | 1 | 1
COc1ccc(C(=O)COC(=O)C2CC3CCCC(C2)C3=O)cc1Br (configuration not stated) | -10 | -2 | 3 | x | 5 | 2 | -10 | 1.5 | 0 | -8
COc1ccc(C(=O)N2CCC(N3CCN(c4ccccc4)CC3)CC2)cc1 | 14 | -1 | -7 | 107 | -20 | 8 | -13 | -2.8 | 0 | -5
Cc1ccc(OCCOCCN2CCN(C)CC2)c([N+](=O)[O-])c1 | 1 | 0 | 17 | 99 | -18 | 1 | 3 | -0.1 | 0 | -4
CCC(=O)Nc1ccc2c(c1)N(C(C)=O)c1ccccc1CC2 | 9 | -3 | 10 | 94 | -1 | 0 | 6 | -1.9 | 1 | 3
O=C(N/N=C/c1c(Cl)[nH]c2ccccc12)c1sc2ccccc2c1Cl | 4 | -1 | -2 | 96 | -16 | 1 | 8 | -0.7 | 4 | 14
O=C(COC(=O)c1cc([N+](=O)[O-])ccc1N1CCOCC1)Nc1ccccc1OC(F)F | 13 | -2 | 4 | 100 | -1 | -4 | -4 | -2.7 | -1 | 0

# Taken from above.
# `O=C(N/N=C/c1c(Cl)[nH]c2ccccc12)c1sc2ccccc2c1Cl` in HTR5A ag ctr has 1
# `N#CC(c1cccc(C(F)(F)F)c1)(c1ncc(C(F)(F)F)cc1Cl)N1CCOCC1` (configuration not stated) in PKA-R1A act has -3

# (listing goes on)
canonical_smiles	OPRM1-OPRD1 inv	V-ATPase pHluor	Arr AP2 block	Pemphigus Ab inh	HTR5A inv ctr	HTR5A ag ctr	PKA-R1A act	OPRM1-OPRD1 ag	DAGLB inhibitor	PKA-R2B act
CCOc1ccc2c(c1)/C(=N/N1C(=O)c3ccccc3C1=O)C(=O)N2	42*	1	-6	97	19	-7	2	-7.4	4	-5
CCC(C)NC(=O)[C@@H]1CSC2c3ccccc3C(=O)N21 (some centres not stated)	14	1	-7	93	-25	7	4	-3.1	-2	-5
C/C(=N/NC(=O)c1cccs1)c1ccc(NC(=O)COc2ccc(Cl)cc2Cl)cc1	12	3	22	86	19	-2	4	-2.0	0	-14
Cc1nnc(SCCN2CCOCC2)n1C	11	-1	-3	116	12	2	-4	-2.1	-3	0
O=C(Nc1ccc(N2CCOCC2)c(Cl)c1)c1ccc2c(c1)OCCO2	14	6	37	105	-5	2	-16	-2.8	-1	4
CCN(CC)CCNC(=O)c1ccc2c(c1)ncn2C1CCCCC1	7	-3	6	99	10	-3	2	-1.4	-1	-4
O=C(O)c1nn(-c2cccc(C(F)(F)F)c2)ccc1=O	15	4	-2	88	4	-1	0	-2.5	3	-12
COc1cc(OC)c(-c2c3cc(O)c(=O)cc-3oc3cc(O)c(O)cc23)cc1OC	19	-2	-130	99	16	-7	-5	-3.0	-82	1
CCOc1ccc(S(=O)(=O)N2CCCCC2)cc1NC(=O)Cc1ccc(OC)cc1	x	x	x	98	x	x	-6	x	-4	2
CCOc1ccc(CCNC(=O)COC(=O)/C=C/c2ccccc2)cc1OCC	11	1	-9	101	-18	1	-9	-1.7	1	-6
Cc1c(NC(=O)/C(C#N)=C/c2ccc(-c3ccc(Cl)c(Cl)c3)o2)c(=O)n(-c2ccccc2)n1C	13	4	1	100	0	0	4	-2.2	8	-5
CCn1cc(C(=O)NCc2ccco2)c2cc(OC)c(OC)cc2c1=O	-14	0	-8	x	-8	3	-10	2.3	-1	1
OC1c2cc(Br)ccc2N=C2CCCN21 (configuration not stated)	4	-2	8	104	-19	5	-4	-0.8	1	-8
CCOC(=O)c1cc(-c2ccc(F)cc2)n(CC(=O)NC(C)CC)c1C (configuration not stated)	7	-3	5	88	11	-2	-5	-1.2	-1	-10
CC1(C2CC2)NC(=O)N(CC(=O)N2CCN(c3ccc(F)cc3)CC2)C1=O (configuration not stated)	5	8	29	101	-7	2	-9	-0.8	1	3
C=CCc1cccc(/C=C/c2cc(=O)c3ccccc3[nH]2)c1O	-29	-2	8	x	-5	5	-11	6.1	0	1
O=C(CN(Cc1ccco1)S(=O)(=O)c1ccccc1)N/N=C/c1ccccc1C(=O)O	4	1	36	104	-6	2	-7	-0.8	-3	-10
Cc1ccc(N2CC(=O)N(NC(=O)c3sc4nc(C)cc(C)c4c3N)CC2=O)cc1	10	2	13	118	18	1	6	-1.9	3	-5
Cn1c(=O)c2c(nc(Cc3ccc(N)cc3)n2C)n(C)c1=O	10	-2	6	101	4	-1	-10	-1.9	-2	-1
CCC(c1nnnn1Cc1ccccc1)N(Cc1ccco1)Cc1cc2cc(OC)ccc2[nH]c1=O (configuration not stated)	5	5	-4	106	5	-2	-5	-0.9	-1	6
Nc1ccc2ccccc2c1[N+](=O)[O-]	8	2	-6	90	8	-2	1	-1.6	4	-6
Cc1ccc(NC(=S)N(CCN(C)C)Cc2cccs2)cc1	-1	-3	4	114	-12	4	-6	0.1	-4	-9
O=C(C1CCOCC1)N1CCCC(N2CCN(c3ccc(F)cc3)CC2)C1 (configuration not stated)	14	-4	2	99	2	-5	-9	-2.8	0	-12
COc1cccc(NC(=S)N(CCCN2CCC(C)CC2)Cc2cccs2)c1	1	0	8	103	-15	6	-4	-0.2	-2	4
OCc1c(Cl)nc2ccccn12	3	-3	12	97	1	0	-6	-0.7	0	-3

# Among those listed so far, seven have a thiophene ring, fused or not:
canonical_smiles	OPRM1-OPRD1 inv	V-ATPase pHluor	Arr AP2 block	Pemphigus Ab inh	HTR5A inv ctr	HTR5A ag ctr	PKA-R1A act	OPRM1-OPRD1 ag	DAGLB inhibitor	PKA-R2B act
c1coc(-c2nc3c4c5c(sc4ncn3n2)CCCC5)c1	12	1	-7	113	-10	1	-6	-2.3	-1	-3
COc1ccc(NC(=O)CNS(=O)(=O)c2cccs2)c(OC)c1	-20	4	3	94	9	-4	-4	3.4	2	0
O=C(N/N=C/c1c(Cl)[nH]c2ccccc12)c1sc2ccccc2c1Cl	4	-1	-2	96	-16	1	8	-0.7	4	14
C/C(=N/NC(=O)c1cccs1)c1ccc(NC(=O)COc2ccc(Cl)cc2Cl)cc1	12	3	22	86	19	-2	4	-2.0	0	-14
Cc1ccc(N2CC(=O)N(NC(=O)c3sc4nc(C)cc(C)c4c3N)CC2=O)cc1	10	2	13	118	18	1	6	-1.9	3	-5
Cc1ccc(NC(=S)N(CCN(C)C)Cc2cccs2)cc1	-1	-3	4	114	-12	4	-6	0.1	-4	-9
COc1cccc(NC(=S)N(CCCN2CCC(C)CC2)Cc2cccs2)c1	1	0	8	103	-15	6	-4	-0.2	-2	4

# Compound activity from PubChem BioAssay.
